CAL PDZ FP-1 – untagged CAL PDZ binding inhibitors, primary screen, biochemical, fluorescence polarization, HTS. purified CAL PDZ, TMR-peptide fluorescence polarization, 1 h. inhibition, % at 24.9 µM. 300,000 tested, 0.92% active. AID 602252, 2012;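 active = mean inhibition of at least 30% with at least half of replicates also reaching 30%; inconclusive = no clear call, values can overlap the other calls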;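 also: 0% = DMSO neutral control and 100% = excess unlabeled competitor peptide PRC23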
Rtt109 Vps75 – inhibitors of C. albicans Rtt109/Vps75 HAT, primary screen, biochemical, ThioGlo CoA-SH fluorescence, plate reader. Histone acetyltransferase RTT109 (Candida albicans (strain SC5314 / ATCC MYA-2876)), …. purified Rtt109/Vps75, 4 h. inhibition, % at 34.9 µM. 330,000 tested, 0.16% active. AID 540336, 2011;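 active = inhibition of at least 50% in every replicate; inconclusive = best replicate reaches 50% inhibition but some replicates fall short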
Target sequence (Q5AAJ8 whole entry, looked up): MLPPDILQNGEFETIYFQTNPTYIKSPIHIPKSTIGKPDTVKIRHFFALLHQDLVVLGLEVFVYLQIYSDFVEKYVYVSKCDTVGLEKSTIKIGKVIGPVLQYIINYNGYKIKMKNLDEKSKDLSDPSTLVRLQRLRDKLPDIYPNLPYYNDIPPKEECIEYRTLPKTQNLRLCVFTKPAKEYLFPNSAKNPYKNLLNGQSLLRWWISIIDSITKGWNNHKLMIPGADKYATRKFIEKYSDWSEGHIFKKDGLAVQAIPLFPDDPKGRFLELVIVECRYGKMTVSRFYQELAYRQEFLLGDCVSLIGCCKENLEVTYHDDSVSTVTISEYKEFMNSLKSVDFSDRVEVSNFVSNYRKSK
PfHsp90 yeast 2 – growth inhibition of PfHsp90-expressing yeast, primary screen, antimalarial PfHsp90 inhibitor project, S. cerevisiae, BacTiter-Glo luminescence, single point, set 2; BacTiter-Glo ATP, 48 h; yeast lacking PDR1 and PDR3 efflux regulators; inhibition, % at 9.4 µM; 310,000 tested, 0.32% active; AID 504621, 2011;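 active = every replicate shows inhibition above about 80%, whatever the replicate mean, limit read from the data; inconclusive = mean inhibition reaches the set limit but some replicate falls short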;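 also: 0% = DMSO neutral controls and 100% = 20 µM radicicol positive controls; yeast relying on Plasmodium falciparum Hsp90 in place of its own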
MITF TRPM1 HTS – activators of MITF-driven TRPM1 promoter reporter, primary screen, cell-based, SK-MEL-5, luciferase, single point | SK-MEL-5 TRPM1-promoter luciferase, 24 h; % of positive control, neutral wells = 0 | 300,000 tested, 0.75% active | activation, % at 12.5 µM | AID 588334, 2011;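 active = mean activation of at least 80% with every replicate also reaching 80%; inconclusive = mean reaches 80% but some replicate falls short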;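 also: 0% = neutral control wells and 100% = parthenolide positive control wells; values of inactives mirror those of a sister screen read the other way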
NSD2 HMT inh – NSD2 histone methyltransferase inhibitors, primary screen, biochemical, AlphaScreen, single concentration, set 2; inhibition, % at 12.5 µM; NSD2 peptide methylation, 120 min; Histone-lysine N-methyltransferase NSD2 (Homo sapiens), O96028; 310,000 tested, 0.54% active; AID 743445, 2014; in the data active = inhibition above about 50%
PvdQ acylase – P. aeruginosa PvdQ acylase inhibitors, primary screen, biochemical, fluorescence, plate reader and imaging, single point | inhibition, % at 10 µM | purified PvdQ acylase | 340,000 tested, 0.063% active | PvdQ acylase [Pseudomonas aeruginosa LESB58] | AID 488965, 2010; in the data active = inhibition above about 30%, passing the limit was not always enough; inconclusive = no clear call, values can overlap the other calls;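 also: 0% = vehicle neutral wells and 100% = reference inhibitor wells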
SR-BI DiI inh – inhibitors of SR-BI mediated HDL lipid uptake, primary screen, ldlA[mSR-BI] cells, fluorescence, single point; ldlA[mSR-BI] CHO cells, DiI-HDL uptake fluorescence, 3 h; inhibition, % at 12.5 µM; Scavenger receptor class B member 1 (Mus musculus), Q61009; 320,000 tested, 0.96% active;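 active = mean replicate inhibition of at least 70% and a set share of replicates each scoring 70 or more; inconclusive = meets just one of the two criteria; inactive = fails both criteria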;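 also: 0% = median of neutral control wells and 100% = median of positive control wells; values of inactives mirror those of a sister screen read the other way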
Target sequence (Q61009 whole entry, looked up): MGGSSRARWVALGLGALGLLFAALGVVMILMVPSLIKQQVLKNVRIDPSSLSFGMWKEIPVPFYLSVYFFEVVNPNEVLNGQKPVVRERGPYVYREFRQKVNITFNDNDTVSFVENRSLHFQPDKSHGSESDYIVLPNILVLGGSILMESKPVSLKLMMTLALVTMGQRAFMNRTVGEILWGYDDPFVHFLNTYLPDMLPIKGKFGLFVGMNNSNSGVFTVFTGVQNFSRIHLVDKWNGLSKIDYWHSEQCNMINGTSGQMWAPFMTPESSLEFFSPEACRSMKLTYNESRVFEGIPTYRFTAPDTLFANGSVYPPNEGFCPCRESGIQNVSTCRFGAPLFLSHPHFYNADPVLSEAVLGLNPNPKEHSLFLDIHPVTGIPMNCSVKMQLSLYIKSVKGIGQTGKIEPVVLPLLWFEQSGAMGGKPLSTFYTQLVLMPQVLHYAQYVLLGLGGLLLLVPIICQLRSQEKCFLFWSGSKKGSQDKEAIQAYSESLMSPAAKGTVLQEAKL
CAL PDZ FP-2 – CAL PDZ peptide-binding inhibitors, primary screen, biochemical, fluorescence polarization, Cer-tagged CAL PDZ, HTS | 330,000 tested, 0.02% active | AID 504414, 2011 | purified CAL PDZ, TMR-peptide fluorescence polarization, 1 h | inhibition, % at 20 µM;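 active = highest replicate inhibition of at least 40%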;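 also: plate controls were DMSO neutral control wells for no effect and unlabeled competitor peptide control wells for full effect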
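Test system: purified CerCALP PDZ construct; Compound dosing: one concentration, 20 µM compound; Also added: TMR-labelled reporter peptide T*-PRC34 bound in PDZ groove; Read-out: inhibition from polarization loss; Controls: unlabelled peptide and DMSO controls; Signal: FP readout, S and P plane fluorescence; Incubation: 1 h at RT.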
SR-BI uptake up – activators of SR-BI mediated DiI-HDL uptake, primary screen, ldlA[mSR-BI] CHO cells, DiI fluorescence. 3 h; 100 = double the neutral-control signal. activation, % at 12.5 µM. 320,000 tested, 0.096% active. AID 504775, 2011;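 active = mean replicate activation of at least 60% and every replicate at or above 60%; inconclusive = mean or all-replicate condition met, but not both; inactive = mean below 60% and not all replicates reaching 60%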;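 also: 0% = median plate neutral-control signal and 100% = twice that signal; values of inactives mirror those of a sister screen read the other way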
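Material: SR-BI-overexpressing, LDLR-lacking CHO cells; schedule: compound exposure 3 h, 37 °C; reagent: DiI-labelled HDL at 10 µg/mL final; technique: bottom-read fluorescence, 550/595 nm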
dFosB act – activators of delta FosB homodimer, primary screen, biochemical, fluorescence polarization, TAMRA-CDK5 oligo, single point; Protein FosB (Mus musculus), P13346; purified delta FosB; percent of positive-control signal above neutral wells; activation, % at 25 µM; 340,000 tested, 0.99% active; AID 493131, 2011;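 active = mean activation above about 17%, with every replicate also reaching it, limit read from the data, passing the limit was not always enough; inconclusive = only one of the two conditions met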;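 also: fluorescence polarization rise as delta FosB binds a TAMRA Cdk5 AP-1 oligo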
Active calls of the source: *; ? = inconclusive; . = no result given.

The opening 10 records, to show the layout:
SMILES	CAL PDZ FP-1	Rtt109 Vps75	NSD2 HMT inh	PvdQ acylase	MITF TRPM1 HTS	CAL PDZ FP-2	PfHsp90 yeast 2	SR-BI DiI inh	dFosB act	SR-BI uptake up
NC(=O)C1CCN(C(=O)COc2cccc3ccccc23)CC1	-4	1	.	-4	0	-2.2	2	-10	5	10
O=C(COC(=O)c1ccc(O)cc1O)NNC(=O)c1cccs1	.	-1	0	-17	-6	-0.4	-1	-4	0	4
O=C(Nc1cccc(NC(=O)c2ccco2)c1)c1ccc2c(c1)OCCO2	-6	17	0	7	7	-2.7	1	16	-20	-16
CC(=O)c1ccc(Oc2nc3c(c(=O)n(C)c(=O)n3C)n2C)cc1	1	-5	32	1	-3	-0.7	-6	-10	-1	10
CCOc1ccc(S(=O)(=O)NCCC(=O)OCC(=O)c2ccc[nH]2)cc1	-7	-2	1	-8	-9	-0.5	0	-6	-10	6
CCOc1cc(Br)ccc1S(=O)(=O)N1CC(C)OC(C)C1 (stereo unspecified)	-1	5	-3	-2	-15	0.5	19	55	-9	-55
Cc1csc(=O)n1CC(=O)OCc1nnc(-c2ccccc2)o1	-2	-3	0	-1	9	0.0	6	-45	-5	45
O=C(COC(=O)c1ccccc1C(F)(F)F)NC(=O)NCc1ccco1	.	-4	-3	-11	-1	-0.5	-15	-2	-2	2
CCN(CC(=O)Nc1cccc(S(=O)(=O)N2CCCC2)c1)CC(=O)Nc1ccccc1OC	6	0	-1	-6	-7	-0.9	-19	51	2	-51
CN(C)S(=O)(=O)c1ccc(N2CCCC2)c(C(=O)NC2CCC(O)CC2)c1 (stereo unspecified)	-3	-8	1	-13	-7	-1.6	.	-1	-6	1

All compounds of this part, repeating the preview:
SMILES	CAL PDZ FP-1	Rtt109 Vps75	NSD2 HMT inh	PvdQ acylase	MITF TRPM1 HTS	CAL PDZ FP-2	PfHsp90 yeast 2	SR-BI DiI inh	dFosB act	SR-BI uptake up
NC(=O)C1CCN(C(=O)COc2cccc3ccccc23)CC1	-4	1	.	-4	0	-2.2	2	-10	5	10
O=C(COC(=O)c1ccc(O)cc1O)NNC(=O)c1cccs1	.	-1	0	-17	-6	-0.4	-1	-4	0	4
O=C(Nc1cccc(NC(=O)c2ccco2)c1)c1ccc2c(c1)OCCO2	-6	17	0	7	7	-2.7	1	16	-20	-16
CC(=O)c1ccc(Oc2nc3c(c(=O)n(C)c(=O)n3C)n2C)cc1	1	-5	32	1	-3	-0.7	-6	-10	-1	10
CCOc1ccc(S(=O)(=O)NCCC(=O)OCC(=O)c2ccc[nH]2)cc1	-7	-2	1	-8	-9	-0.5	0	-6	-10	6
CCOc1cc(Br)ccc1S(=O)(=O)N1CC(C)OC(C)C1 (stereo unspecified)	-1	5	-3	-2	-15	0.5	19	55	-9	-55
Cc1csc(=O)n1CC(=O)OCc1nnc(-c2ccccc2)o1	-2	-3	0	-1	9	0.0	6	-45	-5	45
O=C(COC(=O)c1ccccc1C(F)(F)F)NC(=O)NCc1ccco1	.	-4	-3	-11	-1	-0.5	-15	-2	-2	2
CCN(CC(=O)Nc1cccc(S(=O)(=O)N2CCCC2)c1)CC(=O)Nc1ccccc1OC	6	0	-1	-6	-7	-0.9	-19	51	2	-51
CN(C)S(=O)(=O)c1ccc(N2CCCC2)c(C(=O)NC2CCC(O)CC2)c1 (stereo unspecified)	-3	-8	1	-13	-7	-1.6	.	-1	-6	1
Brc1ccccc1OCCOc1cccc2cccnc12	-4	12	-1	-7	27	-3.8	-67	13	-4	-13
Cc1ccc(NC(=O)NNS(=O)(=O)c2ccc(Br)cc2)cc1	0	3	-2	2	0	0.1	.	57	-8	-57
Cc1cc(NC(=O)c2ccc3c(c2)C(=O)N(C)C3=O)no1	0	5	-2	-11	.	.	.	-5	5	5
COc1ccccc1-n1ccnc(SCC(=O)NCCc2ccccc2)c1=O	-3	-44	-2	-10	-7	-2.0	.	-2	-4	2
COCCNC(=O)C(c1cccs1)N(Cc1ccccc1)C(=O)Cn1nnc2ccccc21 (stereo unspecified)	3	-15	16	-10	-4	-1.8	-15	-1	-11	1
CCc1ccc2nc(N(CCCN(C)C)C(=O)c3ccc(S(=O)(=O)N4CCCc5ccccc54)cc3)sc2c1	-2	4	1	1	-9	-2.0	.	-12	23*	12
CC1CCC(C(C)C)C(OC(=O)Cn2c(-c3ccc(F)cc3)[n+](C)c3ccccc32)C1 (stereo unspecified)	-3	6	5	8	-80	-0.9	5	-17	-3	17
Cn1c(=O)cc(OCC(=O)NCc2ccccn2)c2ccccc21	-4	-9	3	6	.	0.3	36	-24	-2	24
C#CCOCCOCCOCCNc1nc(N2CCN(C(=O)Cn3cc(CCO)nn3)CC2)nc(N2CCN(C(=O)[C@H]([C@@H](C)CC)n3cc(CCCCN)nn3)CC2)n1	-4	?	.	-13	7	-1.0	4	-14	-15	14
O=C1c2ccccc2C(=O)N1CCc1c(-c2ccccc2)[nH]c2ccccc12	-1	7	.	-12	-8	2.5	-24	57	2	-57
Cc1ccccc1C(=O)Nc1ccc(O)cc1C(=O)O	.	0	-2	5	-1	-0.7	-7	-1	-2	1
Cc1c(C)c2ccc(OCC(=O)NC3CCN(Cc4ccccc4)CC3)cc2oc1=O	-5	6	-5	-14	5	-3.3	-13	30	-17	-30
N#Cc1cccnc1N1CCN(C(=O)COCC(=O)O)CC1	-5	10	-1	1	2	-0.1	-9	19	2	-19
CC1CCN(C(=O)CS(=O)(=O)Cc2ccccc2)CC1	-5	-9	-2	-8	39	-2.1	2	.	2	.
O=C1OCCN1C(=O)[C@H]1[C@H](c2ccc(Cl)cc2)C(c2ccccc2)=NN1c1ccc(Br)cc1	-3	-4	.	-6	1	0.2	-11	-30	-12	30
COc1ccc(NC(=O)c2scc(S(=O)(=O)C(C)C)c2N)cc1	-4	-26	0	4	.	0.5	35	-7	-4	7
Cn1c(=O)n(C)c2cc(S(=O)(=O)Nc3ccccc3C(=O)O)ccc21	3	-11	-3	-4	2	0.2	-9	-5	-1	5
COc1cccc(CC(=O)Nc2nc(-c3cccnc3)cs2)c1	-2	11	0	13	0	-3.2	-12	11	1	-11
Cc1c(C(C)CCCO)oc(=O)c2c1Oc1c(C)c(C(C)C[C@H](C)O)oc(=O)c1C2 (stereo partly specified)	-3	2	.	2	1	0.6	9	2	-2	-2
O=C(N/N=C/C=C/c1ccccc1)c1cccs1	.	10	40	6	19	-0.5	15	-17	-4	17
O=[N+]([O-])c1cc(C(F)(F)F)cc([N+](=O)[O-])c1NCc1cccnc1	-1	18	8	5	-20	0.2	-17	-9	-3	9
C[C@H]1C=C(C(=O)O)O[C@@H](OCc2ccc(CO)cc2)C1	1	-4	.	-13	-2	0.5	-11	16	-2	-16
Cc1ccc(-c2noc(-c3cccs3)n2)cc1	-3	-1	.	-1	17	-1.6	-17	23	-7	-23
CNS(=O)(=O)c1ccc(NC(=O)Nc2ccc3c(c2)OCO3)cc1	-7	24	0	13	47	-1.3	17	-16	-11	16
Brc1ccc(OCCN2CCOCC2)cc1	-2	-3	-1	-20	.	-0.1	3	-17	0	17
CC(C)(C)NC(=O)CSc1nncn1-c1ccccc1	.	-6	-5	-11	-1	-1.0	10	-5	13	5
CCOC(=O)Cn1c(=O)oc2cc(S(=O)(=O)NCc3ccccn3)ccc21	.	0	.	5	2	0.3	-5	.	1	.
CS(=O)(=O)N1CCN=C1SCc1cccc(F)c1	-2	-8	-2	-13	3	-2.2	-2	28	6	-28
CCC1CCc2c(sc(NC(=O)c3cnccn3)c2C(N)=O)C1 (stereo unspecified)	-1	5	-5	-5	.	0.2	9	41	-12	-41
COC(=O)Cc1ccc(NC(=S)NCc2cccc(OC)c2)cc1	5	0	0	-12	3	-0.8	22	7	-6	-7
CC(=O)Nc1ccc2c(c1)CCCC2	2	5	-4	-11	.	-0.3	7	-4	-6	4
